TRAIL sens C8 = sensitizes caspase-8 expressing cells to TRAIL | NB7+C8 cells + TRAIL, ATPlite viability luminescence | inhibition (viability loss, TRAIL sensitization), % at 10 µM | 360,000 tested, 1% active;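 active = compounds causing at least 50% loss of cell viability in the single-dose screen, relative to plate controls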
TRPM1 prom inh = inhibitors of MITF-driven TRPM1 promoter in melanoma cells; SK-MEL-5 TRPM1 promoter luciferase, 24 h; inhibition, % at 12.5 µM; 330,000 tested, 0.83% active; AID 488899;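 active = mean inhibition across replicates of 60% or more, whatever share of single replicates reaches that level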; also: values of inactives mirror those of a sister screen read the other way
TROY signal inh = blocks TROY-dependent signaling in reporter cells | AID 1347056 | inhibition, % at 10 µM | 360,000 tested, 0.98% active | Q293 LMP1-TROYcd NF-kB luciferase reporter, 4 h;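 active = compounds whose plate-normalised and pattern-corrected inhibition of the luciferase reporter signal at the single screening dose is 50% or more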
TWEAK Fn14 block = blocks TWEAK-Fn14 interaction in a reporter cell assay; TWEAK-stimulated Fn14 reporter cells, luciferase luminescence, 8 h; inhibition, % at 10 µM; 360,000 tested, 2% active; in the data active = inhibition above about 50%
Shn3 inh set2 = reduces Shn3 3'UTR luciferase signal in osteoblasts. inhibition, % at 12.5 µM. AID 588674. 360,000 tested, 0.52% active. Clone20 osteoblast Shn3 3'UTR firefly luciferase, 24 h;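 active = mean inhibition of at least 75% with every replicate also reaching 75%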;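 also: 0% = median of neutral control wells and 100% = pilot-screen positive control compound; some compounds past the cut are filed as inactive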
NR2E3 ag-1 = NR2E3 (human) agonism; GST-NR2E3/biotin-RetCOR TR-FRET, 1536-well; inhibition of corepressor binding, % at 4.78 µM; 320,000 tested, 0.12% active; AID 2300; Q9Y5X4;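 active = percent inhibition above the cutoff of mean plus 3 SD of all tested compounds, set per screening campaign, cut at about 20% in these data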;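 also: 0% = DMSO wells and 100% = biotin wells as full block of FRET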
Target sequence (Q9Y5X4 whole entry, looked up): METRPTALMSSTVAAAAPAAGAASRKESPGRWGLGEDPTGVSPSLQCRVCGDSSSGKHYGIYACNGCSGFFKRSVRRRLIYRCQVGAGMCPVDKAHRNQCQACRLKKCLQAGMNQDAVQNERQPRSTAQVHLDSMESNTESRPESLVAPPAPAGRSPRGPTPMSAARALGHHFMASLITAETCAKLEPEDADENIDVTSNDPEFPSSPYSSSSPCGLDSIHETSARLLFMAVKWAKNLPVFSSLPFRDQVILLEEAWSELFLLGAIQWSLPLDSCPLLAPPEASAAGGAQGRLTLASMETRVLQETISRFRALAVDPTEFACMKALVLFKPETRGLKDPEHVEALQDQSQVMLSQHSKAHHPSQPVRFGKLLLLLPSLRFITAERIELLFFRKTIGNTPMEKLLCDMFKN
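System: GST-NR2E3 and biotin-RetCOR proteins; probe or stimulus: 7 nM biotin-RetCOR; doses: compound at 4.8 µM, single dose; schedule: Compound–protein incubation for 5 h at 4 °C; detection: time-resolved FRET; read-out: percent inhibition; controls: biotin wells as high control, 0.6% DMSO wells as low control; format: 1536-well plates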
KKLEB cytotox = counter-screen for CF NF-kB inhibitors: cytotoxicity. 360,000 tested, 0.36% active. KKLEB CF airway cells viability, ATPlite luminescence, overnight; hits give low values; cells stimulated with P. aeruginosa culture filtrate. AID 602141. activity change (cytotoxicity), % at 5 µM;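 active = corrected activity change at or below -50% at 5 µM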
NR2E3 ag-2 = agonists of human NR2E3 nuclear receptor | Q9Y5X4 | CHO-S Gal4-NCOR/VP16-NR2E3 two-hybrid, luciferase | inhibition of corepressor binding, % at 3.98 µM | 360,000 tested, 0.35% active | AID 602229;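 active = inhibition above the mean of all tested compounds plus 3 SD, cut at about 70% in these data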;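 also: 0% = DMSO with NR2E3 transfected cells and 100% = cells lacking NR2E3 construct; higher means lower luciferase signal from less NR2E3 corepressor binding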
Peg3 promoter = Peg3 promoter activity inhibition. 360,000 tested, 1.7% active. inhibition, % at 20 µM. AID 588405. HeLa PEG-Prom luciferase reporter, luminescence, overnight;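 active = inhibition of at least 50% at 20 µM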
HIF-2a block = blocks HIF-2a reporter activity; 360,000 tested, 0.72% active; inhibition, % at 18.8 µM; 786-0 RCC cells HIF-2a reporter, luciferase luminescence, overnight;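 active = inhibition of the luminescence signal of 40% or more relative to plate controls, in a single-dose primary screen at 18.75 µM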
CF NFkB inh = cystic fibrosis NF-kB activation inhibition | KKLEB NF-kB-GFP reporter, PAF-induced, GFP fluorescence overnight | inhibition, % at 5 µM | 360,000 tested, 0.86% active;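 active = at least 50% inhibition at 5 µM, scaled per plate between neutral and stimulator controls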;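 also: PAF is a Pseudomonas aeruginosa culture filtrate used as stimulus; plate controls were PAF-stimulated DMSO wells for no effect and unstimulated DMSO wells for full effect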
* hit, by the source's call; . = no result given. This is a subset, so the mix of outcomes need not match the whole.

SMILES	TRAIL sens C8	TRPM1 prom inh	TROY signal inh	TWEAK Fn14 block	Shn3 inh set2	NR2E3 ag-1	KKLEB cytotox	NR2E3 ag-2	Peg3 promoter	HIF-2a block	CF NFkB inh
O=C(NCCc1ccc(C(F)(F)F)cc1)C1COc2ccccc2O1 (stereo not given)	2	3	-4	33	-5	-1	4	-6	12	-12	-16
N=C(N)SCc1nc2ccccc2c(=O)n1-c1ccccc1Cl	14	-33	-25	-9	-31	3	7	-30	-49	-133	-13
O=C(NCCCO)C(=O)NCc1ccccn1	5	-2	-28	15	-4	-4	8	7	2	-1	-27
Clc1ccc(C2=CSC3=Nc4cccc5cccc(c45)N23)cc1	-1	2	4	11	-5	1	12	-22	23	10	-1
CN(C)c1ccc(CNC23CN4CN(CN(C4)C2)C3)cc1	-1	-8	5	-5	6	1	-1	-21	0	7	7
O=C(/C=C/c1ccc(S(=O)(=O)N2CCOCC2)cc1)Nc1cc(F)ccc1F	19	-27	-24	19	-1	.	4	-18	-174	-195	-9
COc1ccc(-c2nnnn2C(C)C)cc1S(=O)(=O)Nc1ccccc1	-13	7	-1	-3	4	-1	-1	-8	4	1	11
O=Nc1c(-c2ccccc2)n(O)[n+]([O-])c1-c1ccccc1	-5	.	-33	21	-14	.	-1	-47	-134	-199	20
Cc1ccc(N2CC(C(=O)NNC(=O)c3ccc(F)cc3)CC2=O)cc1 (stereo not given)	13	-4	5	15	-8	1	12	8	-27	-11	-5
Cc1cc2nc3n(c2cc1C)CC1CC(C(=O)NCc2cccc(C(F)(F)F)c2)N(C)C31 (stereo not given)	1	-8	-2	6	4	-2	9	4	6	7	8
COC(=O)c1ccccc1NC(=S)NC(=O)COc1ccccc1	0	3	10	-11	-3	-1	7	-19	-4	19	4
CC1=C(C(=O)N2CCCCCC2)CC(CC(=O)NC(c2ccccc2)c2ccccc2)C(=O)N1Cc1ccccc1 (stereo not given)	0	.	-5	-10	-10	.	8	-4	20	-4	-7
O=C(Nc1cccc(S(=O)(=O)Nc2ccc(Cl)cc2)c1)c1ccc2c(c1)OCCO2	32	13	56*	78*	77	4	-4	24	-39	-61	-18
O=C1NC[C@@H](CCCCN2C[C@H](Cc3ccc(O)cc3)N(CCc3ccccc3)C(=O)C2=O)N(Cc2ccccc2)C1=O	-8	.	15	8	.	.	.	-9	.	2	.
Cc1cc(=O)c2n(Cc3ccc(Cl)cc3)nc[n+]2[nH]1	9	8	-6	2	-9	-1	16	-2	1	7	-7
COc1ccc(OC)c(N(CC(=O)NCCSc2ccccc2)S(C)(=O)=O)c1	-13	11	1	0	20	-1	0	-7	11	13	15
Cc1cc(Cl)ccc1NC(=S)N1CCC(C(N)=O)(N2CCCCC2)CC1	-6	-6	7	1	10	-3	4	-2	9	-1	10
O=C(CSc1nc2ncccc2[nH]1)c1ccc2c(c1)OCO2	12	.	-60	-16	-11	-2	6	-35	-108	-129	14
Nc1nnc(CC(=O)N/N=C\c2cc([N+](=O)[O-])ccc2O)s1	3	16	-10	-9	11	1	2	-10	11	16	-14
O=C(NCc1nnc(SCC(=O)N2CCCC2)o1)c1cccc(C(F)(F)F)c1	15	6	14	-3	5	1	30	-32	16	16	-31
O=[N+]([O-])c1ccc(Sc2ncc3ccccn23)nc1	1	2	-11	12	-9	-5	-6	-44	-2	-11	3
Cc1ccc(C)c(N2C(=O)CC(N3CCN(Cc4ccc5c(c4)OCO5)CC3)C2=O)c1 (stereo not given)	1	-2	15	-6	-1	4	2	19	10	7	-8
CCOc1ccc(-n2c(SCC(=O)c3c(N)n(C)c(=O)n(C)c3=O)nnc2-c2cccnc2)cc1	-17	-4	9	19	8	3	6	-43	6	23	15
CC(C(=O)N/N=C/c1ccc(N(C)C)c(Br)c1)N(c1ccccc1)S(C)(=O)=O (stereo not given)	-5	-3	-14	-3	8	3	-7	2	16	14	7
CN(C)c1c(-c2ccccc2)cc(-c2ccccc2)[nH]c1=O	-4	-9	-15	0	-23	.	8	-6	-38	-66	-41
CC(C)(C)N1CSC(=S)N(Cc2ccccc2)C1	5	16	13	8	-15	1	-4	-56	20	2	-1
COc1ccccc1-c1nn(-c2ccccc2)cc1C(=O)NCC(c1ccco1)N1CCCC1 (stereo not given)	1	2	-2	-13	1	3	-8	29	-1	-7	-15
Cc1ccc(S(=O)(=O)N/N=C2/CC(c3ccccc3)Oc3ccccc32)cc1 (stereo not given)	-2	-4	-36	10	8	1	-6	-7	-9	-9	-32
CN(C)c1ccc(-c2ccnc3c2CC(C)(C(=O)NCc2ccc(F)c(F)c2)O3)cc1 (stereo not given)	-5	.	22	16	-39	.	-13	-18	27	2	9
CC(C)(C)CNC(=O)C1(C)CCN1C(=O)Cc1ccc(-c2ccccc2)cc1 (stereo not given)	3	.	6	67*	6	.	-2	-5	18	15	11
CC1=C(C(=O)N2CCOCC2)CC(CC(=O)NCCc2ccccn2)C(=O)N1Cc1ccccc1 (stereo not given)	11	.	2	11	-15	.	-2	1	-6	-1	-13
Cc1cc(C(=O)Nc2cccc3ccccc23)co1	-5	-14	3	13	-13	-3	-12	2	-28	-10	-24
O=[N+]([O-])c1ccc(/C=N/N=C/c2ccc([N+](=O)[O-])o2)o1	13	87*	-61	84*	98*	.	-47	46	105*	23	83*
O=C(CCCN1C(=O)c2ccccc2C1=O)Nc1nc2ccccc2[nH]1	-6	2	6	15	0	0	3	-1	6	5	5
Nc1cccc2cnccc12	-6	6	0	8	5	1	-9	-35	7	4	4
O=c1cc(O)c(-c2ccccc2Cl)c(Cl)[nH]1	3	6	-14	1	8	0	-21	11	7	12	2
CCc1ccc(/C=C/C(=O)c2cc(Br)ccc(=O)c2O)cc1	3	45	-21	23	14	-1	-4	-35	-12	-2	9
OCC[C@@H]1C[C@@H](O)[C@H](O)[C@]2(CCCCO2)O1	-5	5	4	10	-9	0	-21	-4	0	1	8
CN1C(=O)[C@H]2[C@@H](c3ccc(C(F)(F)F)cc3)N[C@]3(CCCN(Cc4ccc(C(F)(F)F)cc4)C3=O)[C@H]2C1=O	16	.	-3	-5	35	.	-4	20	9	0	-6
Cc1ncc(CN2CCC(CO)(CCOc3ccccc3)CC2)s1	-18	-1	-6	8	-1	2	3	-13	12	15	2
c1ccc(Cn2cc(CSc3ccccc3)nn2)cc1	0	-66	-93	-15	-33	-3	-28	-50	-250	-200	0
COc1ccc(CCn2c(C)nc3ccccc3c2=O)cc1OC	18	1	-10	-11	9	-3	-11	4	3	4	-3
Cc1[nH]n(-c2ccccc2)c(=O)c1C(C[N+](=O)[O-])c1ccccc1Cl (stereo not given)	-10	8	-19	7	7	-1	2	8	4	-1	-14
CCn1cnnc1SCC(=O)Nc1ccccc1C(=O)NC1CC1	-7	5	-10	7	-12	.	14	9	-5	12	-8
CCN(CC(=O)Nc1ccc2c(c1)OCCO2)C(=O)C(C)Oc1ccc(F)cc1 (stereo not given)	-6	-4	-1	10	-8	.	-11	-12	10	5	-6
Cc1ccsc1CN(C)C(=O)C(NC(=O)c1cccc(S(=O)(=O)N2CCOCC2)c1)C(C)C (stereo not given)	-5	10	-6	-9	1	5	0	6	7	8	3
Cc1ccc(O)c(CNc2ccc(S(=O)(=O)Nc3nccs3)cc2)c1	18	-2	6	2	-9	-4	-4	-5	18	16	-4
O=S(=O)(Nc1cccc2ncccc12)c1cccs1	17	84*	65*	107*	94*	3	8	97*	103*	65*	46
CCOC(=O)c1cc2cc(OC)ccc2n1C1CCN(CCc2ccccc2)CC1	-12	.	-27	-22	.	.	.	14	.	-20	.
O=C(NCC1CCCN(Cc2ccc3nonc3c2)C1)c1ccc(F)cc1 (stereo not given)	5	-4	71*	7	9	0	-7	-7	8	13	-6
O=C(CC(=O)Nc1ccc(Cl)c(Cl)c1)N/N=C/c1ccc(O)cc1	-5	3	-3	28	32	-2	-15	-12	0	21	7
CC1CCCN(C(=O)Cn2nnc(-c3ccccc3F)n2)C1 (stereo not given)	2	-25	-27	-27	-30	1	0	-106	-99	-140	-11
CCc1ccc(NC2=CC(=O)CC(C)(C)C2)cc1	12	-9	-13	-9	11	1	10	-15	-13	-20	-9
c1ccc(N2CCN(Cc3ccnc4ccccc34)CC2)cc1	0	12	-9	6	27	0	2	-4	-2	1	5
O=C(NCc1cccs1)c1cccc(N2CCCC2=O)c1	-9	-9	-4	3	.	1	6	-25	0	-9	3
O=C(NCCN1CCOCC1)c1ccc2ccccc2n1	-1	-10	-18	4	2	-1	-1	-15	-2	-31	14
CNC(=O)C1CC(=O)N(Cc2ccc3c(c2)OCO3)C(=Nc2ccc(OC)cc2)S1 (stereo not given)	15	3	-4	-1	-30	2	3	-29	20	0	-27
O=C1NC[C@H](CCCCN2C[C@H](Cc3ccccc3)N(CC3CCCCC3)C(=O)C2=O)N(CCc2ccccc2)C1=O	2	.	4	15	.	.	.	0	.	-7	.
Cc1ccc(SCCC(=O)Nc2ccccc2C(=O)N2CCOCC2)cc1	12	-13	-39	14	-13	0	6	-39	1	10	6
O=C(c1ccc2ncsc2c1)N1CCCCC1	-14	10	3	-5	9	-1	-7	-3	1	7	4
Further compounds follow.
SMILES	TRAIL sens C8	TRPM1 prom inh	TROY signal inh	TWEAK Fn14 block	Shn3 inh set2	NR2E3 ag-1	KKLEB cytotox	NR2E3 ag-2	Peg3 promoter	HIF-2a block	CF NFkB inh
COc1ccc(NC(=O)CC2C(=O)NCCN2C(=O)c2ccc(Cl)cc2)cc1 (stereo not given)	-14	6	-5	0	-6	-3	3	3	2	5	-10
CCC(C)CNC(=O)c1[nH]c(C(F)(F)F)nc1-c1ccccc1 (stereo not given)	3	.	1	3	-10	.	13	20	10	-4	-24
CCc1nc2c(OCc3ccc(Cl)cc3)cccn2c1N(C)C(=O)c1cccs1	-14	.	0	-3	0	.	-15	23	14	9	16
CCc1ccc(C(=O)COC(=O)CNC(=O)c2cccs2)cc1	15	8	3	-8	-15	0	6	6	-3	14	-6
Cc1ccc(C(=O)NCCc2nnc3c(C(F)(F)F)cc(Cl)cn23)o1	5	-7	16	3	-7	-1	7	0	-2	-2	13
CN(C)c1ccc(CNc2nc3ccccc3n2C)cc1	16	.	-56	2	-162	.	-4	-116	-217	-231	-11
COc1ccc(CCNC(=O)CSc2ccc(Br)cc2)cc1OC	-4	-20	-34	-8	4	2	-12	-24	7	30	5
O=C(CC1Sc2ccccc2NC1=O)NNc1ccc(F)cc1 (stereo not given)	-12	10	15	13	1	.	-10	3	14	6	-2

Sorted by value in HIF-2a block (highest first): some entries from above
smiles | HIF-2a block
COc1ccc(CCNC(=O)CSc2ccc(Br)cc2)cc1OC | 30
Clc1ccc(C2=CSC3=Nc4cccc5cccc(c45)N23)cc1 | 10
CN(C)c1ccc(CNC23CN4CN(CN(C4)C2)C3)cc1 | 7
